From PubChem
A549 tox = Nrf2 qHTS screen for inhibitors: counterscreen for cytotoxicity; Potency, µM (highest dose often 46 µM), inactives show at the top dose activity change, negative = cytotoxicity, usual class: inhibitors; hit rate 0.16% among 390,000; AID 504648, 2011; A549 ARE-Fluc cells, CellTiter-Fluor viability, 18-24 h; note: potency is the fitted concentration of half-maximal effect; % is set by controls: 0 for no effect and ±100 for the full control effect
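A549 ARE-Fluc cells in 5% FBS OPTI-MEM, 5000 cells/well, rested 2 h then exposed to compounds in concentration-response for 18-24 h at 37 °C. Viability by CellTiter-Fluor fluorescence (Ex 405/Em 525) after 30 min; luciferase luminescence (BugLite, 15 min, RT) read afterwards.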
EPAC2 ag = qHTS for Agonist of cAMP-regulated guanine nucleotide exchange factor 4 (EPAC2): primary screen. Potency, µM (series often up to 154 µM), for inactives: at the highest dose activation, most hits filed as activators. EPAC2 activation, biochemical qHTS; response scale: 100% = 6.5 mM cAMP response. hit rate 0.079% among 360,000. Rap guanine nucleotide exchange factor 4 (Homo sapiens), Q8WZA2; note: potency is the fitted concentration of half-maximal effect; nearly all actives have a fitted effect of over 50% in size
Target sequence (Q8WZA2 whole entry, looked up): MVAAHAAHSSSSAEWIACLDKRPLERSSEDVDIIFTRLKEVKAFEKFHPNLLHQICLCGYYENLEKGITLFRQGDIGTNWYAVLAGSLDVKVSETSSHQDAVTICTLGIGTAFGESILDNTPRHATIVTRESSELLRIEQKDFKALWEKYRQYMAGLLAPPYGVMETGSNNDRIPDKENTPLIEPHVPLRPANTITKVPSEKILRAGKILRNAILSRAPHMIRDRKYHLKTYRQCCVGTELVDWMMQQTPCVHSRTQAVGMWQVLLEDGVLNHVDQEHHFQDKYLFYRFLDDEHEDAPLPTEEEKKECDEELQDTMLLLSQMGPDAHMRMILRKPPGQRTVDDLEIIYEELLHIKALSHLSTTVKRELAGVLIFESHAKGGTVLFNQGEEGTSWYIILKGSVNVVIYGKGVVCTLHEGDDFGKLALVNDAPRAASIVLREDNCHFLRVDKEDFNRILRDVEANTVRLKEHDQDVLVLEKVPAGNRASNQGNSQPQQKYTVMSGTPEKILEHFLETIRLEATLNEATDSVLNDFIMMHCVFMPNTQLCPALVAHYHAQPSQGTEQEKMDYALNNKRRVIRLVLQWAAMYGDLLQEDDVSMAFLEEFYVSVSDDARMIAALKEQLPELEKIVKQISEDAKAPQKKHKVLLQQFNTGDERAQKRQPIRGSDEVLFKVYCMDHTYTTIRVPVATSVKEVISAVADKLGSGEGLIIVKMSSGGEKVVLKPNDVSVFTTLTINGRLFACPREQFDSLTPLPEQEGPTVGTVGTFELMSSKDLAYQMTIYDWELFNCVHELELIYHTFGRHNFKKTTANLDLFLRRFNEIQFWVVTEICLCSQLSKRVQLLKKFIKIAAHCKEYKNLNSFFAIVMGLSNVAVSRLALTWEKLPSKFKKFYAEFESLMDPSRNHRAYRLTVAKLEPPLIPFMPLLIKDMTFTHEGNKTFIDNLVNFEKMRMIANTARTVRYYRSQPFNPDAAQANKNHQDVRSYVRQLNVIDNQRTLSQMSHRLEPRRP
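Fluorescence exchange assay: 100 nM EPAC2 with 250 nM RAP1B-BODIPY-GDP and 50 uM GDP; compounds tested as a concentration-titration series (qHTS). Loss of Rap1-bound BODIPY-GDP fluorescence read at 480/540 nm; data normalized to 6.5 mM cAMP.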
EPAC2 antagonist = qHTS for Antagonist of cAMP-regulated guanine nucleotide exchange factor 2 (EPAC2): primary screen; Rap guanine nucleotide exchange factor 4 (Homo sapiens), Q8WZA2; EPAC2 GEF exchange of Rap1B-BODIPY-GDP, fluorescence; Potency, µM (doses to about 114 µM), for inactives: top-dose activity, negative = inhibition, actives largely listed as inhibitors; hit rate 0.18% among 360,000; AID 720708, 2013; note: potency is the fitted concentration of half-maximal effect; % is set by controls: 0 for no effect and ±100 for the full control effect; nearly all actives have a fitted effect of over 45% in size; many of its hits are not listed in these tables
pAkt inh = HTS Assay for Inhibitors of Akt Phophorylation: Primary Screen; hit rate 0.32% among 360,000; AID 651550, 2012; Neuro2A IGF-stimulated pAkt S473 HTRF, 20 min; active compounds read low; activity change, % for hits at 50 µM; in the data active = activity change below about -80%; inconclusive = mostly about -51% to -80%; note: % is set by controls: 0 for no effect and ±100 for the full control effect
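Neuro2A cells (4,500/well, DMEM with 0.5% FBS) were treated with compound at a single 50 µM final concentration, stimulated with 6 nM IGF for 20 min at 37 °C, and lysed. Phospho-Akt Ser473 was read by HTRF as 665/615 ratio ×10^4.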
CCT modulator = High-Throughput Screening for Modulators of Cytosolic Chaperonin Activity; AID 651819, 2012; activity change, % (no concentration beside the values), hits read low; hit rate 0.3% among 360,000; purified chaperonin ATPase assay, HTRF ADP detection, 30 min; in the data active = activity change below about -30%; note: % is set by controls: 0 for no effect and ±100 for the full control effect
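TRiC at 40 or 20 nM final (batch-dependent) in 30 mM Tris pH 7.4, 100 mM KCl, 5 mM MgCl2, 1 mM DTT, with compound at single 76 uM and 10 uM ATP, 30 min at 37 deg C. ADP detected by HTRF Transcreener, 665/615 ratio.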
MmCpn inh = Inhibitors of TCP-1 ring complex (TRiC) of Methanococcus maripaludis (MmCpn): qHTS. purified Mm-Cpn ATPase, ADP Transcreener TR-FRET. Potency, µM (doses to about 76.9 µM), without a hit: at the highest dose activity, negative = inhibition, actives largely listed as inhibitors. hit rate 0.031% among 330,000. AID 504842, 2011; note: potency is the fitted concentration of half-maximal effect; % is set by controls: 0 for no effect and ±100 for the full control effect; nearly all actives have a fitted effect of over 80% in size
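Quantitative HTS used 25 nM Mm-CPN and 10 uM ATP in magnesium/KCl Tris buffer, pH 7.4, with 1 mM DTT. Hydrolysis ran 30 min at 37°C; ADP was read by HTRF.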
TGFb inhibitor = qHTS for Inhibitors of TGF-b; HepG2 CAGA-GFP TGF-b/SMAD3 reporter, GFP fluorescence, 18 h; TGF-beta stimulated, 500 pg/mL final; Potency, µM (series often up to 46.1 µM), for the others: top-dose activity, negative = inhibition, usual class: inhibitors; hit rate 1.2% among 410,000; note: potency is the fitted concentration of half-maximal effect; % is set by controls: 0 for no effect and ±100 for the full control effect; nearly all actives have a fitted effect of over 65% in size
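Inhibition of TGF-beta-driven CAGA-GFP reporter expression in HEPG2 cells is measured by cellular GFP fluorescence after 18 h stimulation with 500 pg/mL recombinant TGF-beta in 1% FBS medium at 37 degrees C.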
Nrf2 block = Nrf2 qHTS screen for inhibitors | Potency, µM (doses to about 46 µM), for inactives: top-dose activity change, negative = inhibition, usual class: inhibitors | hit rate 2.1% among 360,000 | A549 ARE-Fluc reporter, luciferase luminescence, 18-24 h; note: potency is the fitted concentration of half-maximal effect; % is set by controls: 0 for no effect and ±100 for the full control effect; nearly all actives have a fitted effect of over 60% in size
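Cells were seeded and rested 2 h, then exposed to compounds for 18-24 h. CellTiter-Fluor was read first as a viability measure. BugLite was added 15 min before the final luminescent read of ARE-luciferase activity in A549 cells.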
Nrf2 activator = qHTS of Nrf2 Activators; AREc32 ARE-luciferase reporter (MCF7-derived line), luminescence, 24 h; Potency, µM (doses to about 46.1 µM), inactives show at the highest dose activation, actives largely listed as activators; hit rate 0.31% among 410,000; note: potency is the fitted concentration of half-maximal effect; % of control where 0% means no effect; nearly all actives have a fitted effect of over 65% in size
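AREc32 cells carrying an ARE-driven firefly luciferase reporter were seeded at 1000 cells/well in OPTI-MEM with 5% FBS, then exposed to compound for 24 hr at 37 deg C. Luminescence was read with Steady-Glo after 30 min at RT.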
Numbers without * were called inactive; i = inactive; ? = inconclusive; / = no result given; & = joins results of further samples; [ ] = remark or other dose. Unless noted, calls come from the whole dose curve; as a rule, active = well fitted curve in the direction sought with a large enough effect; inconclusive = small, poorly fitted or top-dose-only effect, or another doubt; inactive = no such curve, though single readings can be large; an effect the other way counts as inactive or inconclusive. These rows are one share of the data, so the mix of outcomes need not match the whole.

No.	Molecule	A549 tox	EPAC2 ag	EPAC2 antagonist	pAkt inh	CCT modulator	MmCpn inh	TGFb inhibitor	Nrf2 block	Nrf2 activator
1	COc1ccccc1CCNC(=O)c1cc(C2CC2)nc2c1cnn2C(C)C	-3%	7%	-16%	i	1.4	-4%	-8%	-14%	2.7%
2	CCCC1NC(=O)c2cccnc2-n2c1nc1ccc(OC)cc1c2=O (centres undefined)	/	-2%	5%	i	-1.1	/	-8%	/	0.1%
3	Cc1ccc(CN2CCN(Cc3ccccc3-c3ccco3)CC2CCO)o1 (centres undefined)	1%	1%	-2%	i	-4.3	-3%	2%	-6%	8.1%
4	Cc1ccc(-c2nnn(CC(=O)N(c3ccccc3)C(C(=O)NC(C)(C)C)c3cccs3)n2)o1 (centres undefined)	?	2%	-2%	i	0.3	1%	2%	?	-0.5%
5	CCOC(=O)C1=C(c2cccc(F)c2)NC(=S)NC1C (centres undefined)	2%	-7%	1%	i	0.5	1%	0%	-19%	0.1%
6	CN1C(=O)/C(=C\c2ccccc2F)Sc2ccc(C(=O)NC3CCN(Cc4ccccc4)CC3)cc21	-1%	19%	-3%	i	-3.4	3%	?	11%	8.0%
7	Cc1ccc(/C=N/NC(=O)c2nnn(-c3nonc3N)c2C(C)C)o1	0%	5%	-11%	/	-3.5	1%	-11%	7%	0.0%
8	CC(CCO)Nc1nc2c(c(=O)n(C)c(=O)n2C)n1Cc1cccc(Br)c1 (centres undefined)	-1%	1%	6%	i	-0.9	0%	-2%	-24%	-0.3%
9	CCCC(=O)Nc1ccccc1NC(=O)c1ccc2c(c1)OCO2	-11%	4%	4%	i	-0.2	-1%	-4%	-2%	-0.3%
10	CCCOc1ccccc1N1C(=O)CC(N2CCOCC2)C1=O (centres undefined)	-5%	8%	-1%	i	-6.1	1%	-7%	8%	-0.3%
11	COc1ccc(CCNC(=O)COC(=O)Cc2ccccc2F)cc1	2%	-3%	2%	i	-0.5	2%	-3%	22%	-0.5%
12	CCOc1ccc(CCNC(=O)CCS(=O)(=O)c2ccc(Cl)cc2)cc1OCC	1%	-6%	3%	i	1.2	2%	-12%	-13%	-0.5%
13	CC1(C)C(=O)N(OCc2ccccc2)C(C)(C)C(=O)N1OCc1ccccc1	-11%	-8%	-2%	i	-32*	-4%	-4%	-19%	0.4%
14	COCC(=O)Nc1ccc(S(=O)(=O)Nc2ccccn2)cc1	0%	13%	0%	i	-1.7	1%	-1%	-18%	-0.1%
15	COc1ccccc1Oc1cn[nH]c1-c1ccc(OCC(=O)NN)cc1O	1%	12%	6%	i	1.8	-2%	0%	5%	-0.2%
16	COc1ccc(-c2sc3ccccc3c2C#CCO)cc1	-1%	-4%	?	i	-0.2	-20%	?	?	9.2%
17	O=C(CSc1nnc(C2CC2)n1Cc1ccccc1)N1CCN(S(=O)(=O)c2ccccc2)CC1	1%	5%	1%	i	-3.5	-2%	11%	0%	0.0%
18	Cc1cc(C(F)(F)F)c(C#N)c(=O)[nH]1	1%	8%	-3%	i	-1.7	0%	34%	-23%	-1.1%
19	C1CN(c2nc3nonc3nc2N2CCSCC2)CCO1	0%	1%	-2%	i	-3.7	1%	-6%	3%	-0.6%
20	COc1ccc2c(c1)C(NC(C)=O)C(=O)N2CCc1ccccc1 (centres undefined)	-5%	2%	10%	i	4.0	0%	4%	0%	0.0%
21	COC(=O)c1c(NC(=S)Nc2ccc(CC(=O)O)cc2)sc(C)c1C	1%	2%	-2%	i	-2.8	-16%	3%	5%	-0.1%
22	Cc1c(Cl)cccc1N1C(=O)C(N2C(=O)c3cccc([N+](=O)[O-])c3C2=O)C1c1cccs1 (centres undefined)	-3%	13%	1%	i	-1.5	-1%	-2%	6%	0.0%
23	CCCCOC(=O)Nc1ccccc1C(=O)OC	-2%	3%	2%	i	0.5	-2%	-6%	/	2.4%
24	COc1ccc(CNC(C)(C)C)cc1Cl	17%	13%	-4%	i	-3.4	1%	-5%	4%	-0.1%
25	COc1ccc(C(=O)OCC(=O)NC2CCCC2)cc1OC	-6%	2%	10%	i	0.8	1%	0%	?	-1.0%
26	O/N=C(\c1ccc(Cl)cc1Cl)c1ncc(C(F)(F)F)cc1Cl	0%	-84%[inhibitor][15.6 µM]	-56%	/	-3.6	0%	?	-9%	-0.7%
27	CC1(C)OC(=O)C2(Cc3ccccc3N3CCCCC32)C(=O)O1 (centres undefined)	12%	2%	-29%[57.1 µM]	i	1.7	0%	-12%&-7%	-7%	-0.3%
28	Nc1ncnc2c1ncn2[C@@H]1O[C@H](COS(=O)(=O)O)[C@@H](O)[C@H]1O	-3%	5%	5%	i	0.0	2%	-10%	8%	-0.9%
29	COc1ccc(CN(C)CCCn2cnc3c(OCc4ccccc4)ncnc32)cc1OC	7%	3%	11%	i	0.6	/	25%	-6%	3.4%
30	CNC(=O)C1CCCN1S(=O)(=O)c1ccc(OC)cc1 (centres undefined)	2%	-2%	8%	i	-0.2	2%	-11%	/	-0.6%
31	CCOC(=O)N1CCN(S(=O)(=O)c2cc([N+](=O)[O-])ccc2C)CC1	6%	4%	1%	i	0.8	-1%	-2%	11%	0.4%
32	COc1ccc(CNC(=O)C(OC(=O)c2ccco2)c2ccc(OC)cc2)cc1 (centres undefined)	-3%	-11%	7%	i	0.2	-3%	-19%	12%	-0.7%
33	CC(Sc1nnc(-c2ccco2)n1C)C(=O)N(C)C1CCCCC1 (centres undefined)	-2%	10%	0%	i	0.6	-1%	0%	-9%	2.3%
34	Cc1coc2cc3oc(=O)c(CC(=O)NCCc4ccccc4F)c(C)c3cc12	0%	/	/	/	/	/	-4%	-6%	-0.4%
35	Clc1c(-c2nnc3n2CCC3)sc2ccccc12	7%	0%[15.6 µM]	-26%	/	-4.6	?	8%	17%	2.9%
36	Cc1ccc(C(=O)C2CCN(CC(=O)Nc3ccc4c(c3)OCCO4)CC2)cc1	-7%	10%	-3%	i	-9.7	1%	-6%	15%	2.1%
37	CCCCc1nnc(SCC(=O)Nc2nccs2)n1CC	-1%	6%	1%	i	-0.3	2%	-5%	1%	-0.2%
38	COc1cc(-c2cc(NC=O)c3ncc(-c4cccc(C(F)(F)F)c4)n3c2)cc(OC)c1OC	/	-10%	-28%	i	0.9	/	2%	/	5.9%
39	N[C@@]12CCc3nonc3[C@]1(O)CC(c1ccccc1)=[N+]2[O-]	2%	2%	4%	i	-63*	2%	-21%	/	-0.6%
40	COc1ccc([C@H]2/C=C\CN(C(=O)CC(C)(C)C)[C@@H](C)C(=O)N2Cc2ccc(F)cc2)cc1	-16%	-1%	-17%	i	-0.3	/	?	-8%	5.4%
41	CCOC(=O)/C(C#N)=C(C)/C=C1\Sc2ccccc2N1CC	-1%	-184%[inhibitor]	267%[activator]	i	0.1	-1%	-25%	1%	2.4%
42	Cc1nc2ccccc2n1Cc1ccccc1Br	1%	3%	-12%	i	0.3	0%	?	4%	0.1%[9.22 µM]
43	CNC(=O)COC(=O)CCC(=O)c1cccs1	-1%	13%	5%	i	-0.7	1%	7%	11%	0.0%
44	O=C(CCCN1C(=O)/C(=C\c2cccs2)SC1=S)Nc1cccc(C(=O)O)c1	0%	-2%	-20%	i	-0.5	-3%	4%	12%	0.3%
45	COc1ccccc1N1CC(C(=O)NCCC2=CCCCC2)CC1=O (centres undefined)	0%	12%	7%	i	-0.5	0%	-1%	2%	0.4%
46	COc1cccc(CNC(=O)c2cc3ccccn3n2)c1	-3%	4%	-4%	i	-1.3	-1%	-3%	9%	6.9%
47	CN(C(=O)CC(=O)Nc1ccc2nc3n(c(=O)c2c1)CCCCC3)c1ccccc1F	13%	/	/	/	/	/	0%	8%	4.5%
48	COc1cccc(CNC(=O)c2nnc(Cc3ccc(Cl)cc3)o2)c1	-4%	/	/	/	/	/	1%	8%	0.1%
49	CC1(c2nc3ccccc3[nH]2)CCC(=O)N1C1CC1 (centres undefined)	/	-2%	7%	i	-4.6	/	-1%	/	-0.8%
50	C=CCN(CC=C)CCOc1ccccc1[N+](=O)[O-]	-3%	5%	1%	i	-1.8	-3%	-12%	1%	0.2%

Remaining list, next part:
No.	Molecule	A549 tox	EPAC2 ag	EPAC2 antagonist	pAkt inh	CCT modulator	MmCpn inh	TGFb inhibitor	Nrf2 block	Nrf2 activator
51	CCc1[nH]nc(C(=O)N2CCCC(Nc3cccc(F)c3)C2)c1C (centres undefined)	-12%	27%	-25%	i	0.3	2%	-1%	10%	0.6%
52	CCOC(=O)C1CCN(C(=O)/C=C/c2ccc3c(c2)OCO3)CC1	-1%	4%	4%	i	2.2	1%	3%	?	-0.2%
53	CCCC(CCC)=NNC(=O)CN(Cc1ccccc1)S(=O)(=O)c1ccccc1	1%	2%	-9%	i	0.1	1%	?	2%	-0.6%
54	CCN(CC)CCNC(=O)c1cn(CC)c2ccc(S(=O)(=O)N(C)C)cc2c1=O	-2%	2%	5%	i	1.4	0%	9%	1%	0.4%
55	Cc1cc(C)cc(Nc2cc(C(=O)NC3CCCCC3)c3ccccc3n2)c1	7%	/	/	/	/	/	-2%	9%	-0.1%
